# Screening results: PubChem, National Center for Advancing Translational Sciences (NCATS)
# TDP1 cell noCPT: qHTS for Inhibitors of human tyrosyl-DNA phosphodiesterase 1 (TDP1): qHTS in cells in absence of CPT; DT40 Tdp1-/- hTDP1 cells, no CPT, ATP luminescence, 48 h; Potency, µM (series often up to 46.2 µM), for inactives: at the top dose activity change, negative = growth inhibition, most hits filed as inhibitors; 15% of 420,000 active; AID 686978, 2013; also: nearly all actives have a fitted effect of over 55% in size
#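 Growth of hTDP1-complemented DT40 Tdp1-knockout cells is measured by ATP luminescence after at least 48 hr compound exposure at 37 °C, with DMSO substituting for the 20 nM CPT used in the parallel screen.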
# TDP1 inh: inhibitors of human tyrosyl-DNA phosphodiesterase TDP1; 0.28% of 350,000 active; recombinant TDP1, AlphaScreen DNA substrate cleavage; Q9NUW8; Potency, µM (titrated, usually from 130 µM), inactives show at the top dose activity change, negative = inhibition, usual class: inhibitors; also: nearly all actives have a fitted effect of over 40% in size
#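 E. coli-derived human Tdp1, 1 nM final. Cpd preinc 15 min RT; substrate 15 nM final, 5 min RT; AS bead mix 10 ug/ml final, 10 min RT. Signal loss = tyrosine-FITC cleavage. No-enzyme wells = max signal.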
# GCN5L2 inh: inhibitors of human GCN5L2 histone acetyltransferase. Q92830. GCN5L2 HAT assay, ThioGlo1 CoA-SH fluorescence. Potency, µM (doses to about 58.9 µM), inactives show at the top dose activity change, negative = inhibition, actives largely listed as inhibitors. 0.21% of 390,000 active. AID 504327
# Target sequence (Q92830 whole entry, looked up): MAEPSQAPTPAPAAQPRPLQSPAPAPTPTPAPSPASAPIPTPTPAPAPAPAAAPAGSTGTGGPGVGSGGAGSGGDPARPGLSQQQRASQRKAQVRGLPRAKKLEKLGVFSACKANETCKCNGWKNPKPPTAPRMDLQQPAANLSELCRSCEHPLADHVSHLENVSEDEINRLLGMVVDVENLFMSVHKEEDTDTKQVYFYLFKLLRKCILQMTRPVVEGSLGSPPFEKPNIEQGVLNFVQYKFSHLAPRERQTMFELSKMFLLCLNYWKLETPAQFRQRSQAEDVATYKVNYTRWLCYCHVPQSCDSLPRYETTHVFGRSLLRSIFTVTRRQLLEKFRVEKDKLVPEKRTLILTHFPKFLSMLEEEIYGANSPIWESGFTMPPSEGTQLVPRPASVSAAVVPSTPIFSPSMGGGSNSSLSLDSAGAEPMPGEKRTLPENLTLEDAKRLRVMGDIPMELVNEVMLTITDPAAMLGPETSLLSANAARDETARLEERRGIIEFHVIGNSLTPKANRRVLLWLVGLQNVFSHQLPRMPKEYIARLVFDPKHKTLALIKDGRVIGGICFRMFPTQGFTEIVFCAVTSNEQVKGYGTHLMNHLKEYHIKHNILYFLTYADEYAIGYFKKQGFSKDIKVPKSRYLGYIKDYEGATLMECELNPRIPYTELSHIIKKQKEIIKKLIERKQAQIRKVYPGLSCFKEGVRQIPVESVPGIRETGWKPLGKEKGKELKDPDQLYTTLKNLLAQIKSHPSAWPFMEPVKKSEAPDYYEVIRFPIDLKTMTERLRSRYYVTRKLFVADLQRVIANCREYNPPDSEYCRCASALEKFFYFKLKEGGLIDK
#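 ThioGlo1-coupled HAT assay: 20nM GCN5L2, 70uM acetyl-CoA, 75uM H3(1-25) peptide, pH 7.5. Fluorescence read at 340/540nm at start and after 20 min at room temperature.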
# * hit, by the source's call; ? = inconclusive; · = no result given; & = joins results of further samples; [ ] = dose if it differs, or a comment. Calls follow the shape of the dose curve; as a rule, active = well fitted curve in the direction sought with a large enough effect; inconclusive = small, poorly fitted or top-dose-only effect, or another doubt; inactive = no such curve, though single readings can be large; an effect the other way counts as inactive or inconclusive. % is scaled to controls: 0 for no effect and ±100 for the full control effect; potency is read from the fitted curve at half-maximal effect.
SMILES,TDP1 cell noCPT,TDP1 inh,GCN5L2 inh
COc1cccc(-c2ccc3c(N)c(C(=O)c4ccc(F)cc4)sc3n2)c1,?,·,-11%
CCc1cccc(C)c1NC(=O)CSc1ncn[nH]1,-3%,5%,3%
FC(F)(F)c1nnc(-c2ccccc2)nc1Oc1ccccc1,-19%,0%,1%
Cc1ccc(-n2ncc3c2CCCC3NC(=O)c2ccoc2)cc1C (centres undefined),?,4%,0%
Cc1ccc(C)c(NC(=O)Cn2cnc3c(oc4ccccc43)c2=O)c1,-8%&-13%,-3%&4%,-8%&-15%
Cc1c(Cl)cccc1Nc1nc(N)nc(CSC(=S)N2CCOCC2)n1,-18%,8%,-10%
CCOC(=O)CCCC(=O)N1CCOCCOCCN(C(=O)CCCC(=O)OCC)CCOCCOCC1,1%,-6%,-2%
O=C(NCc1ccccc1)NC1(C(=O)N2CCOCC2)CCCCC1,-3%,-2%,0%
CCCc1cc(C(=O)NCCc2ccccc2)no1,-5%,-7%,-2%
Cc1ccc(NC2CCCN(C(=O)c3c(C)noc3C)C2)cc1C (centres undefined),-4%,1%,-11%
CCC(=O)Nc1ccc(C(=O)Nc2ccc3c(c2)OCO3)cc1,-13%,-1%,-6%
COc1ccccc1NC(=O)CCn1cccc1,2%,9%,-8%
CCOc1ccc(OCc2ccc(C(=O)Nc3ccc(Cl)cn3)o2)cc1,-28%,3%,-4%
Cc1cc(C(=O)COC(=O)c2nc3nccc(C)n3n2)c(C)n1CC1CCCO1 (centres undefined),-5%,2%,-3%
O=C(CSc1nnc(-c2ccccc2O)n1-c1ccccc1)Nc1cccc(C(=O)O)c1,3%,4%,-3%
Cc1ccc(NC(=O)c2cnccn2)cc1S(=O)(=O)N(C)C,-12%,5%,-7%
O=C(CC1C(=O)NCCN1Cc1ccc(Cl)c(F)c1)NCCc1cccnc1 (centres undefined),1%,·,-1%
O=C(O)CCC(=O)N1CCN(S(=O)(=O)c2ccc3ccccc3c2)CC1,?,·,-5%
COc1cc(C2C(C(=O)Nc3ccccc3)=C(C)Nc3nc(SCc4ccccc4F)nn32)cc(OC)c1OC (centres undefined),-30%,3%,14%
Cn1cccc1/C=N/NC(=O)c1ccn[nH]1,1%,3%,-5%
CC12CCC(=O)N1C(C(=O)Nc1ccccc1N1CCCCC1)CS2 (centres undefined),?,1%,1%
O=C(NC1CC1)C1CCN(C2CCN(Cc3ccccc3C(F)(F)F)CC2)CC1,-5%,2%,-4%
C[C@@H]1CN([C@@H](C)CO)C(=O)c2cccc(NC(=O)Nc3ccc(F)cc3)c2O[C@@H]1CN(C)Cc1ccc(Oc2ccccc2)cc1,18µM*,4%,-17%
O=C(c1ccccc1)[C@H]1CC=CC[C@H]1C(=O)O,-3%,3%,3%
C/C(=N\Nc1cccc(Cl)c1)c1ccncc1,-24%,8%,-10%
CCN(CC)CC(=O)NCC1(c2ccccc2)CCOCC1,-18%,2%,-1%
COC(C(=O)Nc1cc([N+](=O)[O-])ccc1C)c1ccccc1 (centres undefined),-7%,3%,-11%
CCOc1ccc(-c2nnc(Nc3ccc(S(N)(=O)=O)cc3)c3ccccc23)cc1,-23%,·,-17%
Cc1ccc(C(=O)OCc2cc(=O)n3nc(CC(C)C)sc3n2)cc1,-6%,2%,0%
NNC(=O)c1ccc(Cn2cc(Cl)cn2)o1,-3%,-5%,0%
NC(=O)c1noc(C(=O)N(CC(=O)NC2CCCC2)Cc2ccc3c(c2)OCO3)c1N,-20%,6%[56.1 µM],-6%
C/C(=N\NC(N)=O)c1cccc(Cl)c1,-21%,-2%,-4%
COc1ccc(OC)c(-c2cc(C(F)(F)F)c3c(n2)sc2c(O)cc(=O)[nH]c23)c1,?,-3%,-6%
COc1ccc(C(=O)Nc2nc3ccccc3[nH]2)cc1S(=O)(=O)N1CCCC1,?,4%,-3%
Cc1c(Cl)ccc2c(C(=O)NCCN3CCCCC3)cc(-c3ccccn3)nc12,9.2µM*,0%,-3%
O=C(COc1ccccc1)Nc1ccc2nc(SCC(=O)N3CCCC3)sc2c1,23µM*,1%,-18%
Cc1onc(-c2ccccc2Cl)c1C(=O)OCc1nnc(-c2ccccc2)o1,23µM*,1%,-19%
O=C(O)c1cccc(NS(=O)(=O)c2cccc3nsnc23)c1,1%,2%,0%
Cc1cccc(-c2noc(CCC(=O)N3CCN(c4cc(C)ccc4C)CC3)n2)c1,-8%,-1%[56.1 µM],-13%
COc1cccc(NC(=S)N/N=C2\CC(C)(C)Oc3ccc(O)cc32)c1,?,7%,7%
COc1ccc(Cl)cc1C(=O)NNC(=O)c1ccncc1,-1%,·,-14%
Cc1nnc(NC(=O)CSc2ncnc3scc(-c4ccccc4)c23)s1,?,4%,-3%
O=C(Nc1ccc(Cl)c(C(F)(F)F)c1)C(Cc1ccccc1)NS(=O)(=O)c1ccc(Br)s1 (centres undefined),-22%,-6%[12.3 µM],-8%
COc1ccc(CCN2CC(C(=O)NCCc3ccc(C(F)(F)F)cc3)CCC2=O)cc1 (centres undefined),?,1%,2%
C[C@H](CO)N1C[C@H](C)[C@@H](CN(C)S(=O)(=O)c2cccs2)Oc2c(NC(=O)Nc3ccc4c(c3)OCO4)cccc2C1=O,?,5%,-11%
Cc1ccc(-c2ccc(CCC(=O)O)n2-c2ccc(C)c(Cl)c2)cc1,-3%,·,0%
CCOc1ccc(N2CC(C(=O)N3CCc4ccccc43)CC2=O)cc1 (centres undefined),-8%,13%,-5%
CC(C)C[C@H](NC(=O)Nc1ccc(Oc2ccccc2)cc1)C(=O)O,-14%,0%,-7%
COc1cccc(NC(=O)C(OC(=O)/C=C/c2ccc3c(c2)OCO3)c2ccccc2)c1 (centres undefined),-2%,4%,4%
COc1ccc(NC(=O)c2sc3ncn(CC(=O)N4CCN(c5ccccn5)CC4)c(=O)c3c2C)c(OC)c1,8%,0%,?
# More compounds
SMILES,TDP1 cell noCPT,TDP1 inh,GCN5L2 inh
CCOC(=O)c1cnc2ccc(OC)cc2c1NCCc1ccc(OC)c(OC)c1,7.3µM*,0%,-10%&-7%
CN1C(=O)c2cccc3c(Cl)ccc(c23)C1=O,-22%,1%,-6%[0.501 µM]
COC(=O)COc1ccc2c(-c3cccc([N+](=O)[O-])c3)cc(=O)oc2c1,9%,0%,-11%
COc1cccc(CN2CCNC(=O)C2CC(=O)NCCc2cccc(C)n2)c1OC (centres undefined),0%,2%,-2%
CN(CCC#N)C(=O)Cn1nc(Cc2ccncc2)c2ccccc2c1=O,-18%,8%,-5%
CN(C)S(=O)(=O)c1cccc(C(=O)OCC(=O)N2CCCC2=O)c1,26%,0%,-1%
S=c1[nH]nc(COc2ccccc2)n1/N=C/c1ccccn1,-19%,4%,-2%
O=C(O)c1cc2c(s1)CCCC2,-7%,6%,-2%
Cc1ccccc1Nc1nnc(SCC(=O)NCc2cccs2)s1,-1%,3%,2%
O=C(COc1nnnc2ccccc12)N1CCCc2ccccc21,-27%,7%,-7%
CC(C)n1cnc2cc(NC(=O)c3ccco3)ccc21,-17%,9%,-3%
CC(=O)c1ccc(S(=O)(=O)Nc2cccc(-c3ccc4nncn4n3)c2)cc1,-29%,-6%,0%
CN(C)S(=O)(=O)c1ccc(S(=O)(=O)N(CC(=O)Nc2ccccc2)Cc2ccco2)cc1,-25%,-4%,2%
CCn1c(/N=C/c2ccc(OC)cc2O)nc2ccccc21,7%,·,-10%
Cc1ccnc(NC(=O)CCC(=O)N(CC(=O)NCc2ccccc2)Cc2cccs2)c1,-25%,1%,-15%
COc1ccc(NC(=O)C2=C(C)C(=O)OC23CCC(C)CC3)c(OC)c1 (centres undefined),?,4%,-3%
CC(=O)Nc1ccc(NC(=O)CSc2n[nH]c(-c3cccs3)n2)cc1,-4%,-7%,-5%
COC(=O)c1c(NC(=O)/C=C/C(=O)O)sc(C)c1-c1ccc(C(C)C)cc1,21µM*,5%,0%
COc1cccc(NC(=O)c2ccnc(N3CCC(C(=O)NCc4cc(OC)ccc4OC)CC3)c2)c1,16µM*,7%,-9%
CC(C)NC(=O)N(C)C[C@H]1Oc2ccc(NS(=O)(=O)c3ccccc3)cc2C(=O)N([C@H](C)CO)C[C@@H]1C,-6%,0%,-3%

# Reformatted bar-delimited: seven of the compounds above.
canonical_smiles | TDP1 cell noCPT | TDP1 inh | GCN5L2 inh
CCn1c(/N=C/c2ccc(OC)cc2O)nc2ccccc21 | 7% | · | -10%
Cc1ccnc(NC(=O)CCC(=O)N(CC(=O)NCc2ccccc2)Cc2cccs2)c1 | -25% | 1% | -15%
COc1ccc(NC(=O)C2=C(C)C(=O)OC23CCC(C)CC3)c(OC)c1 (centres undefined) | ? | 4% | -3%
CC(=O)Nc1ccc(NC(=O)CSc2n[nH]c(-c3cccs3)n2)cc1 | -4% | -7% | -5%
COC(=O)c1c(NC(=O)/C=C/C(=O)O)sc(C)c1-c1ccc(C(C)C)cc1 | 21µM* | 5% | 0%
COc1cccc(NC(=O)c2ccnc(N3CCC(C(=O)NCc4cc(OC)ccc4OC)CC3)c2)c1 | 16µM* | 7% | -9%
CC(C)NC(=O)N(C)C[C@H]1Oc2ccc(NS(=O)(=O)c3ccccc3)cc2C(=O)N([C@H](C)CO)C[C@@H]1C | -6% | 0% | -3%

# Next records.
SMILES,TDP1 cell noCPT,TDP1 inh,GCN5L2 inh
CCN(CC)C(=O)CSc1nc2c(c(-c3cccnc3)c1C#N)CCCC2,-28%,1%,-6%
CC(C)NS(=O)(=O)c1ccc(NC(=O)C(C)OC(=O)CCC2CCCC2)cc1 (centres undefined),-22%,-4%,-10%
COc1ccc(-c2nc(CS(=O)(=O)CC(=O)NCCc3ccc(C)cc3)c(C)o2)cc1,4%&-6%,-16%&-5%,-5%&-5%
CC(=O)Nc1cccc(C(=O)N/N=C/c2c[nH]c3ccccc23)c1,-12%,·,-3%
COc1ccc(C2N=C(c3ccccc3)C(C)(C)N2O)cc1 (centres undefined),?,2%,-6%
COc1ccc2c(c1)CCc1c(C(=O)Nc3c(C)nn(Cc4ccc(Cl)cc4)c3C)noc1-2,21µM*,6%,-5%
COc1ccc(C(C)=O)cc1COC(=O)Cc1n[nH]c(=O)c2ccccc12,?,-2%,-4%
CCOc1ccc2c(c1)c(=O)c(S(=O)(=O)c1ccc(F)cc1)cn2CC(=O)Nc1ccccc1C,-3%,1%,-8%
COc1ccc(C)cc1NC(=O)c1cnc2scc(C)n2c1=O,1%,5%,-3%
CCCCNC(=O)c1ccccc1NC(=O)CN(c1ccccc1)S(=O)(=O)N(C)C,-7%&-7%,-8%&3%,-1%&3%

# Ordered by molecular weight (rising): three of the compounds above
SMILES,TDP1 cell noCPT,TDP1 inh,GCN5L2 inh
COc1ccc(C2N=C(c3ccccc3)C(C)(C)N2O)cc1 (centres undefined),?,2%,-6%
COc1ccc(C)cc1NC(=O)c1cnc2scc(C)n2c1=O,1%,5%,-3%
COc1ccc(C(C)=O)cc1COC(=O)Cc1n[nH]c(=O)c2ccccc12,?,-2%,-4%

# (further entries)
SMILES,TDP1 cell noCPT,TDP1 inh,GCN5L2 inh
O=C(CSc1nnc(-c2ccncc2)o1)N1CCCCCC1,-6%,1%,0%
Cc1sc(NC(=O)C2=COCCO2)nc1-c1ccc(Br)cc1,?,6%,-11%
CS(=O)(=O)N1CCCC(C(=O)N2CCN(c3cccc(Cl)c3)CC2)C1 (centres undefined),?,-10%,-10%
COc1ccc(C(=O)N(c2ccc(C)cc2)C2C=CS(=O)(=O)C2)cc1OC (centres undefined),1%,1%,-9%
N#Cc1ccccc1NC(=O)c1ccc2c(c1)OCCO2,-17%,·,-4%
COc1ccc(C2CC(c3c(Cl)cccc3Cl)n3nc(N)nc3N2)cc1 (centres undefined),-16%,1%,-4%
Cc1ccc(NC(=O)NNC(=O)c2snnc2C)cc1,7%,4%,-2%
COc1ccc(OC)c2[nH]c(=O)c(CCNC(=O)c3ccc(S(=O)(=O)N(C)C)cc3)cc12,-22%,-2%,-6%
Cc1sc2ncn(CC(=O)N3CCN(c4ccc(F)cc4)CC3)c(=O)c2c1S(=O)(=O)N1CCOCC1,?,6%,-3%
CCCCCCCC(O)CC(CC1CCCCC1)C(=O)NN (centres undefined),?,5%,-5%
COc1ccc(OC)c(CCNC(=O)CCCn2c(=O)c3cccn3c3ccc(F)cc32)c1,9.2µM*,1%,2%
CCN(CC)S(=O)(=O)c1cccc(NC(=O)COC(=O)C2=COCCO2)c1,-8%,0%,-11%
CCN(CC)S(=O)(=O)c1ccc(N2CCOCC2)c(NS(=O)(=O)c2ccc(C)cc2)c1,-25%,-1%,-1%
COc1ccc([N+](=O)[O-])cc1NC(=O)C1(c2ccc(OC)c(OC)c2)CCOCC1,-3%,9%,-4%
COc1ccc(CCNc2ncnc3c2c(-c2ccccc2)cn3-c2cccc(Cl)c2)cc1OC,9.2µM*,0%,1%
CC1CCCN(C(=O)c2cccc(S(=O)(=O)Nc3cc(C(F)(F)F)ccc3Cl)c2)C1 (centres undefined),?,3%,-11%
CCSc1nc2c(sc3nc(C)cc(C)c32)c(=O)[nH]1,·,0%,-6%

# Some of the compounds tested; count on the stated rates, not on these rows.
